AHR activator: activates the human aryl hydrocarbon receptor | P35869 | AHR-responsive luciferase reporter cells, luminescence | activation, % at 5 µM | 320,000 tested, 2.5% active; in the data active = activation above about 47%;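 note: 0% = vehicle wells and 100% = reference agonist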
EBNA-1 inhibitor: blocks EBNA-1 binding to DNA; AID 1950; inhibition, % at 14.8 µM; EBNA-1 DNA binding, fluorescence polarization; 300,000 tested, 0.34% active; in the data active = inhibition above about 28%
procasp7 counter: activates human procaspase-7, counter-screen for procaspase-3 activators; P55210; recombinant procaspase-7, Ac-DEVD-pNA absorbance 405 nm; D23A/D198A/D206A triple mutant, cannot self-cleave; scale: DMSO 0, 5 µM enzyme 100; activation, % at 8.5 µM; 330,000 tested, 0.093% active;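 active = percent activation above the screen-wide mean plus 3 SD, cut at about 25% in these data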
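Assay system: Uncleavable procaspase-7 mutant enzyme; Input: 2 µM procaspase-7 mutant as dispensed; Also added: DEVD-pNA substrate; Medium: Zinc-free HEPES pH 7.4 with 300 mM NaCl, 0.01% Triton X-100; Timing: 1 h compound preincubation, 2 h substrate cleavage, 25 °C; Measured by: Epi-absorbance of released pNA at 405 nm, two timepoints.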
procasp3 activ: procaspase-3 (human) activation. P42574. recombinant procaspase-3 D3A, Ac-DEVD-pNA absorbance 405 nm. activation, % at 8.5 µM. 330,000 tested, 0.11% active;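 active = activation above the mean of all tested compounds plus 3 SD, cut at about 21% in these data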;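 note: 0% = DMSO alone and 100% = DMSO wells spiked with extra 5 µM PC-3 D3A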
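Assay system – Procaspase-3 D3A mutant · Benchmarks – DMSO low control, extra-enzyme high control · Technique – 405 nm absorbance of p-nitroaniline, reads at 0 and 120 min · Doses – 8.5 µM nominal · Measure – % activation between DMSO and enzyme-spiked controls · Also added – Ac-DEVD-pNA chromogenic peptide substrate · Schedule – 1 h compound preincubation, 2 h substrate hydrolysis at 25 °C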
RPL19A-GFP yeast: alters RPL19A-GFP fluorescence in TOR pathway yeast screen. S. cerevisiae RPL19A-GFP strain, flow cytometry, 3 h; active compounds read low. percent response vs DMSO, % at 10 µM. 330,000 tested, 0.3% active;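 active = percent response vs DMSO below 50%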;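 note: median channel GFP fluorescence of the barcoded RPL19A-GFP strain; ratio of sample median GFP to plate DMSO average so 100% = DMSO; lower means less RPL19A-GFP as with rapamycin TOR inhibition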
ZTA DNA inh: counter-screen for EBNA-1 inhibitors: inhibitors of Epstein-Barr virus ZTA. P03206. ZTA-DNA binding, fluorescence polarization. inhibition, % at 11 µM. 320,000 tested, 0.15% active; in the data active = inhibition above about 33%
LAP4-GFP MLPCN: modulators of TOR pathway LAP4-GFP in S. cerevisiae; 320,000 tested, 0.34% active; S. cerevisiae LAP4-GFP multiplex, flow cytometry GFP, 3 h; median GFP as percent of DMSO wells; GFP response vs DMSO, % at 10 µM;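 active = GFP response vs DMSO above a set limit, about the screen mean plus 3 SD, cut at about 150% in these data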
MEP2 TOR yeast: yeast TOR pathway MEP2-GFP modulation. S. cerevisiae MEP2-GFP strain, flow cytometry GFP, 3 h; 100% = DMSO control level. GFP response vs DMSO, % at 10 µM. 330,000 tested, 0.51% active. AID 2016;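 active = GFP response versus DMSO above a set limit, roughly screen mean plus 3 SD, cut at about 180% in these data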;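 note: median GFP fluorescence of the barcode-gated MEP2-GFP cells per well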
An asterisk follows results filed as active; . = no result given.

SMILES	AHR activator	EBNA-1 inhibitor	procasp7 counter	procasp3 activ	RPL19A-GFP yeast	ZTA DNA inh	LAP4-GFP MLPCN	MEP2 TOR yeast
CCCCOc1cccc(-c2nnc(N)s2)c1	7	12	-8	-1	101	-1	115	103
Cc1ccc(C(=O)Nc2ccn(Cc3ccc(F)cc3)n2)o1	5	8	5	6	106	12	102	112
COC1C/C(=N\O)C2OC(c3ccccc3)OCC2O1 (stereo not given)	4	-1	-2	-4	100	-2	91	92
COc1ccc(CCN2C(=O)CC(C(C)c3ccccc3)C2=O)cc1OC (stereo not given)	5	18	-5	5	100	-1	94	101
Cc1cccc(C)c1NC(=O)CNC(=O)c1c(C)nn(C)c1Cl	-1	1	1	11	112	-6	94	107
O=C(CSCc1ccccc1)Nc1cccc(C(=O)Nc2ccc(C(=O)O)cc2)c1	0	0	7	6	100	14	87	95
O=C(Nc1ccccc1C(=O)Nc1ccc2c(c1)OCO2)c1cccs1	24	-8	1	3	94	-7	97	100
O=C(NCc1ccco1)C1Cc2cc(Cl)ccc2O1 (stereo not given)	2	3	13	4	104	20	101	104
COCCN(C(=O)CSc1nc2ccccc2c(=O)n1CCOC)c1c(N)n(Cc2ccccc2)c(=O)[nH]c1=O	0	0	6	-7	93	0	92	87
CCc1nc2ccc(C(=O)NCc3ccc(C)o3)cc2nc1CC	2	12	14	11	109	4	101	108
CCOC(=O)c1ccc(N(CC(=O)NCC2CCCO2)C(=O)CCC(=O)Nc2cc(C)on2)cc1 (stereo not given)	3	3	-4	5	102	8	94	100
CCOC(=O)N1CCN(c2nc(-c3ccccc3)c3ccccc3n2)CC1	-2	-7	10	5	100	-10	117	113
COc1ccc(-c2c(C#Cc3ccsc3)c3cc(-c4ccc(CN5CCOCC5)cc4)ccc3n2C)cc1	2	.	-2	1	93	.	110	107
Cc1cc(C(F)(F)F)nc(SCC(=O)NC2CCCCC2)n1	-2	-1	6	6	103	2	95	103
Cc1sc2ncn(CC(=O)N3CCN(c4ccccn4)CC3)c(=O)c2c1S(=O)(=O)N1CCC(C)CC1	0	-10	-9	4	96	0	81	104
Cc1ccc(N(CC(=O)NCc2ccco2)C(=O)CCC(=O)Nc2ccccn2)c(C)c1	3	9	-3	3	93	2	85	116
CC(=O)c1cn(CC(=O)NCc2ccc3c(c2)OCO3)c2ccccc12	23	-18	4	-3	99	-3	101	96
Nc1nonc1-n1nnc(C(=O)N/N=C/c2ccoc2)c1-c1ccccc1	-3	2	8	2	82	7	86	108
CSc1nnc(-c2ccc(S(=O)(=O)N3CCOCC3)cc2)n1C	-1	-1	7	-8	106	10	108	115
Cc1cccc(C(=O)N2CC(=O)Nc3ccc(F)cc3C2c2ccc(F)cc2)c1 (stereo not given)	2	8	6	-5	101	1	93	103

Next part, overlapping the part above by 2 compounds.
SMILES	AHR activator	EBNA-1 inhibitor	procasp7 counter	procasp3 activ	RPL19A-GFP yeast	ZTA DNA inh	LAP4-GFP MLPCN	MEP2 TOR yeast
CSc1nnc(-c2ccc(S(=O)(=O)N3CCOCC3)cc2)n1C	-1	-1	7	-8	106	10	108	115
Cc1cccc(C(=O)N2CC(=O)Nc3ccc(F)cc3C2c2ccc(F)cc2)c1 (stereo not given)	2	8	6	-5	101	1	93	103
O=C(COC(=O)c1ccc2c(c1)C(=O)N(Cc1ccncc1)C2=O)Nc1ccccc1[N+](=O)[O-]	21	-2	11	-8	102	-7	88	95
O=C(CCSc1ccccc1)N1CCN(c2ccccc2F)CC1	3	11	-1	-7	93	22	108	95
N#Cc1c(N)nc2c(c1-c1ccc3c(c1)OCO3)CCCCCC2	5	4	-2	-2	97	6	101	100
Cc1ccc(-c2nc(Cl)nc3ccccc23)cc1	11	-1	-3	0	92	-4	109	97
CCCOc1ccccc1OCC(=O)Nc1cc(Cl)ccc1-n1cncn1	12	11	1	5	100	15	109	103
Cc1ccc(NC(=O)CCC(=O)N/N=C/c2ccc([N+](=O)[O-])o2)cc1C	8	-2	-7	-2	111	8	97	109
COc1ccc(C2NC(=O)c3ccccc3N2)cc1 (stereo not given)	102*	-4	-2	-5	99	-5	100	104
CC(=O)Nc1ccc(NC(=O)CSc2nnc(NC(=O)c3cccc(F)c3)s2)cc1	12	-1	15	4	98	3	87	94
CC(=O)Nc1cccc(NC(=S)Nc2cccc(Cl)c2Cl)c1	1	-5	-12	-15	96	5	99	88
Cc1sc2ncnc(Oc3ccc(-n4ccnc4)cc3)c2c1C	46	9	4	-2	100	5	110	90
CCOC(=O)C(CCCCOc1cccc(CC)c1)C(=O)OCC	-2	10	-4	-7	107	-3	96	105
O=C(O)Cc1sc(-c2ccccc2)nc1-c1ccccc1	2	3	7	-4	100	12	105	102
CCOC(=O)c1cc(C)sc1NC(=O)C(c1ccccc1)c1ccccc1	0	-2	12	2	98	-2	93	101
C=CCn1c(SCC(=O)NNC(=O)Nc2ccc(C)cc2)nnc1-c1ccccc1	1	1	8	5	96	-3	104	91
COc1ccc(CCNC(=O)CC(Cc2ccc(C)cc2)C(=O)O)cc1OC (stereo not given)	3	13	5	0	99	9	91	91
COC(=O)CCC(=O)NNC(=O)CCC(=O)Nc1cccc(Cl)c1C	1	-4	-4	0	99	-11	92	93
CCOc1ccccc1C(=O)N1CCC(n2nnc3cc(C(F)(F)F)ccc32)CC1	3	0	-11	7	101	1	94	106
O=C(CN1CCCCCC1)Nc1cccc2c1OCO2	-3	-8	8	1	92	5	94	98
COc1cc(Cl)c([C@@H]2C[C@H]3CN(c4ccccc4)C(=O)[C@]34CCCN24)cc1OC	-3	-1	4	3	107	9	90	108
O=[N+]([O-])c1ncn(C23CC4CC(CC(C4)C2)C3)n1	-3	3	-4	16	103	20	108	100
CC(C)C(NC(=O)c1c(F)cccc1F)C(=O)N1CCN(S(=O)(=O)c2ccc(F)cc2)CC1 (stereo not given)	-1	.	2	9	104	11	108	108
Cc1ccc(Cl)cc1N1CCN(CC(=O)NC2CCCc3ccccc32)CC1 (stereo not given)	1	-10	0	-4	93	1	96	85
CCCCOC(=O)c1ccc(NC(=O)Nc2ccc(OC)c(OC)c2)cc1	1	-5	1	-4	89	-5	90	92
O=C(O)CN(c1ccccc1)C1SC(=O)NC1=O (stereo not given)	8	-4	-1	-9	103	-5	101	103
CC(C)CC(=O)Nc1nc2ccc(S(C)(=O)=O)cc2s1	3	9	6	6	104	0	93	98
CCOC(=O)C1CCN(C(=O)c2ccc3c(SCC(=O)O)c4c(nc3c2)CCCC4)CC1	-1	3	14	-1	101	-3	112	106
c1ccc(-c2nccc(-c3ccco3)n2)nc1	-4	3	4	-3	103	-10	104	104
O=C(CN1C(=O)c2cccc3cccc1c23)Nc1ccccc1	15	0	-2	1	100	-3	96	104
COc1ccc(N(CC(=O)N/N=C(\C)c2cccs2)S(=O)(=O)c2ccccc2)cc1Cl	1	12	3	5	102	5	88	102
O=C(CSc1nnc2ccc(-c3ccccn3)nn12)NCC1CCCO1 (stereo not given)	0	6	4	-1	95	2	118	113
Cc1cc(C)c2c(c1)NC(=O)C2(O)CC(=O)c1cccs1 (stereo not given)	-1	4	-12	2	97	-11	97	100
COc1ccc(C2=NS(=O)(=O)N(C)C(C(=O)NC3CCCCC3)=C2)cc1OC	2	9	3	10	100	-6	96	98
CC(C)NC(=S)NNc1ncnc2sc3c(c12)CC(C)(C)OC3	3	1	-24	-15	98	1	120	98
COc1ccccc1NC(=O)COC(=O)c1cc(C)nc2ccccc12	3	.	10	7	99	-4	108	107
COc1cccc(NC(=O)c2cc3ccccc3oc2=O)c1	5	17	10	-5	102	-7	99	108
Cc1onc(C(=O)Nc2cccnc2Cl)c1[N+](=O)[O-]	-2	-1	-6	3	109	5	93	104
COc1ccc(-n2c(Cc3cccn3C)nnc2SCC(=O)Nc2cccc(Cl)c2)cc1	0	0	0	1	98	-21	103	112
CCc1nc(SCC(=O)NNC(=O)C2CCCCC2)c2ccccc2n1	1	14	12	-11	103	3	86	105
O=C1C=CN(Cc2ccccc2)CC1	2	-3	-5	6	.	-2	.	.
O=C(CSc1ccc(-c2ccccn2)nn1)c1ccccc1	4	-2	13	-6	91	2	103	95
CCOCCCN1CC(=O)N2[C@@H](Cc3c([nH]c4ccccc34)C2(C)C)C1=O	4	-4	3	3	92	-1	.	101
CC(=O)N(C)c1ccc(N=NC2C(=O)N(C(N)=S)N=C2C)cc1 (stereo not given)	1	0	-18	-17	91	-18	81	83
COc1cccc(NC(=S)N(CCCN2CCN(C)CC2)Cc2ccco2)c1	-2	3	-4	-7	98	2	93	93
O=C(NC(=O)N1CCN(c2ccc([N+](=O)[O-])cn2)CC1)c1ccccc1F	0	11	-4	4	97	11	106	98
Cc1cc(C(=O)OCC(=O)N(C)C2CCS(=O)(=O)C2)c(C)n1-c1ccccc1 (stereo not given)	-2	6	5	2	101	-5	100	103

Printed as active in AHR activator, of those listed so far:
| molecule | AHR activator | EBNA-1 inhibitor | procasp3 activ | RPL19A-GFP yeast | LAP4-GFP MLPCN | MEP2 TOR yeast |
| --- | --- | --- | --- | --- | --- | --- |
| COc1ccc(C2NC(=O)c3ccccc3N2)cc1 (stereo not given) | 102* | -4 | -5 | 99 | 100 | 104 |

In the list so far, twelve contain an aryl methoxy group:
SMILES	AHR activator	EBNA-1 inhibitor	procasp7 counter	procasp3 activ	RPL19A-GFP yeast	ZTA DNA inh	LAP4-GFP MLPCN	MEP2 TOR yeast
COc1ccc(CCN2C(=O)CC(C(C)c3ccccc3)C2=O)cc1OC (stereo not given)	5	18	-5	5	100	-1	94	101
COc1ccc(-c2c(C#Cc3ccsc3)c3cc(-c4ccc(CN5CCOCC5)cc4)ccc3n2C)cc1	2	.	-2	1	93	.	110	107
COc1ccc(C2NC(=O)c3ccccc3N2)cc1 (stereo not given)	102*	-4	-2	-5	99	-5	100	104
COc1ccc(CCNC(=O)CC(Cc2ccc(C)cc2)C(=O)O)cc1OC (stereo not given)	3	13	5	0	99	9	91	91
COc1cc(Cl)c([C@@H]2C[C@H]3CN(c4ccccc4)C(=O)[C@]34CCCN24)cc1OC	-3	-1	4	3	107	9	90	108
CCCCOC(=O)c1ccc(NC(=O)Nc2ccc(OC)c(OC)c2)cc1	1	-5	1	-4	89	-5	90	92
COc1ccc(N(CC(=O)N/N=C(\C)c2cccs2)S(=O)(=O)c2ccccc2)cc1Cl	1	12	3	5	102	5	88	102
COc1ccc(C2=NS(=O)(=O)N(C)C(C(=O)NC3CCCCC3)=C2)cc1OC	2	9	3	10	100	-6	96	98
COc1ccccc1NC(=O)COC(=O)c1cc(C)nc2ccccc12	3	.	10	7	99	-4	108	107
COc1cccc(NC(=O)c2cc3ccccc3oc2=O)c1	5	17	10	-5	102	-7	99	108
COc1ccc(-n2c(Cc3cccn3C)nnc2SCC(=O)Nc2cccc(Cl)c2)cc1	0	0	0	1	98	-21	103	112
COc1cccc(NC(=S)N(CCCN2CCN(C)CC2)Cc2ccco2)c1	-2	3	-4	-7	98	2	93	93

Compound activity as filed in PubChem BioAssay.
